High-throughput results as filed in PubChem BioAssay.
Shiga toxin inh: inhibitors of Shiga toxin in Vero cells; Vero cells, Shiga toxin protein synthesis inhibition reporter; inhibition, % at 38.7 µM; hit rate 9.2% among 290,000; AID 2315; in the data active means inhibition mostly above about 28%, no sharp cut-off; inactive means mostly below about 43%; further: 0% is about no effect
Cycloheximide cs: counter-screen for Shiga toxin inhibitors: cycloheximide protein synthesis inhibition; cell reporter, cycloheximide protein synthesis inhibition counterscreen; max response, %; hit rate 12% among 300,000; AID 2314; in the data active means max response mostly above about 13%, no sharp cut-off; inactive means mostly below about 14%; further: read at 38.3 µM for the half of the compounds with a filed dose; 0% is about no effect
Sm TGR inh: inhibitors of Schistosoma mansoni thioredoxin glutathione reductase; purified TGR, DTNB reduction, TNB absorbance 405 nm; AID 485364; Potency, µM (series often up to 114 µM), inactives show top-dose activity change, negative = inhibition, usual class: inhibitors; Q962Y6; hit rate 3% among 360,000; further: potency means the concentration at half of the fitted maximal effect; on the % scale 0 is the no-effect control and ±100 the full control effect; nearly all actives have a fitted effect of over 60% in size
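TGR 20 nM + NADPH 100 uM (dispensed conc.), cpd preinc 15 min RT; start with NADPH (500 uM addition) then DTNB (15 mM addition). Kinetic TNB absorbance, 405 nm filter. Four-parameter Hill fit across titration.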
Pf growth 96h: P. falciparum growth inhibition at 96 hour, primary screen for plastid delayed-death inhibitors. AID 504834. P. falciparum luciferase reporter growth, 96 h. Potency, µM (top dose mostly 28.7 µM), for the others: at the top dose activity change, negative = inhibition, actives largely listed as inhibitors. hit rate 6.9% among 320,000; further: potency means the concentration at half of the fitted maximal effect; on the % scale 0 is the no-effect control and ±100 the full control effect
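P. falciparum expressing integrated firefly luciferase grown in erythrocytes (2% hematocrit, 0.05% parasitemia final) with compounds for 96 hours at 37 C, 5% CO2. Growth inhibition read as loss of luminescence after adding luciferase detection reagent.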
Pf growth 48h: P. falciparum growth inhibition at 48 hours (one generation); P. falciparum luciferase growth in erythrocytes, 48 h; Potency, µM (top dose mostly 28.7 µM), inactives show top-dose activity change, negative = inhibition, actives largely listed as inhibitors; hit rate 5.9% among 310,000; AID 504832; further: potency means the concentration at half of the fitted maximal effect; on the % scale 0 is the no-effect control and ±100 the full control effect
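Luminescence readout; reporter = integrated firefly luciferase in P. falciparum. RBC culture at 2% hematocrit, 0.1% parasitemia final, 37 C/5% CO2; decreased signal taken as growth inhibition.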
FBPA Giardia inh: inhibitors of Giardia lamblia fructose-1,6-bisphosphate aldolase; A8B2U2; purified Giardia FBPA; Potency, µM (highest dose often 59.6 µM), inactives show at the highest dose activity, negative = inhibition, actives largely listed as inhibitors; hit rate 0.71% among 290,000; further: potency means the concentration at half of the fitted maximal effect; on the % scale 0 is the no-effect control and ±100 the full control effect; nearly all actives have a fitted effect of over 55% in size
Target sequence (A8B2U2 whole entry, looked up): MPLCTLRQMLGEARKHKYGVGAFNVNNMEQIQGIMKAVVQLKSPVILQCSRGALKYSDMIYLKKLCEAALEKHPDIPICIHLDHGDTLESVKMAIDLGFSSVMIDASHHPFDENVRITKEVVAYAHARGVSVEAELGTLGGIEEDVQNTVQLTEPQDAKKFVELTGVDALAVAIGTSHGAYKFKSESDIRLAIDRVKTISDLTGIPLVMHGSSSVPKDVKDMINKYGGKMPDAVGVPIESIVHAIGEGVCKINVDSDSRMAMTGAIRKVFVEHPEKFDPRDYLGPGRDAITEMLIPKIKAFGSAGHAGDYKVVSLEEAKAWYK
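Giardia FBPA (40 nM reagent) was preincubated 10 min at RT with compound (up to 57.5 uM final), then substrate plus GAPDH/TPI/NAD/arsenate coupling system with diaphorase/resazurin was added; resorufin fluorescence (525/598 nm) was read after 20 min.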
* = called active by the depositor; ? = inconclusive; . = no result given; & = joins results of further samples; [ ] = remark or other dose. Unless noted, the call rests on the fitted dose curve; in most records, active means well fitted curve in the direction sought with a large enough effect; inconclusive means small, poorly fitted or top-dose-only effect, or another doubt; inactive means no such curve, though single readings can be large; an effect the other way counts as inactive or inconclusive.

Preview (three entries):
SMILES	Shiga toxin inh	Cycloheximide cs	Sm TGR inh	Pf growth 96h	Pf growth 48h	FBPA Giardia inh
CCSc1ccccc1C(=O)N1CCN(c2ccccc2F)CC1	-10	-2	3%	-4%	?	5%
CCOC(=O)c1sc(=NC(=O)c2ccccc2Br)n(C)c1C	87*	30*	2%	39%[activator]	107%[activator]	.
CCCC(CCC)=NNc1ccc(S(=O)(=O)Nc2ccccc2OC)cc1[N+](=O)[O-]	-12	2	-2%	?	?	-4%

Main list, previewed entries included:
SMILES	Shiga toxin inh	Cycloheximide cs	Sm TGR inh	Pf growth 96h	Pf growth 48h	FBPA Giardia inh
CCSc1ccccc1C(=O)N1CCN(c2ccccc2F)CC1	-10	-2	3%	-4%	?	5%
CCOC(=O)c1sc(=NC(=O)c2ccccc2Br)n(C)c1C	87*	30*	2%	39%[activator]	107%[activator]	.
CCCC(CCC)=NNc1ccc(S(=O)(=O)Nc2ccccc2OC)cc1[N+](=O)[O-]	-12	2	-2%	?	?	-4%
CCOC(=O)N1CCC(NC(=O)CN2C(=O)CSc3ncccc32)CC1	22	-2	2%	12%	30%	-2%
O=C(CNC(=O)C1CCCC1)Nc1ccccc1Br	.	.	3%	-24%	?	.
O=C(CNC(=O)c1ccccc1F)OCc1csc(-c2ccccc2)n1	31	18*	11%	52%[activator]	77%[activator]	-8%
CC(=O)N1C(=O)N(C(C)=O)C2C1N(C)C(=O)N2C(C)=O (stereo unspecified)	-14	-2	-1%	-5%	21%	1%
O=[N+]([O-])c1cc(S(=O)(=O)Nc2ccccc2)ccc1NCc1ccccc1	-10	-2	0%	?	-5%	-7%
O=C(NCCCN1CCOCC1)c1ccc2c(=O)n(Cc3cccc(Br)c3)c(=S)[nH]c2c1	-15	-1	2%	31%[activator]	?	-7%
CC(=O)c1c(C)[nH]c(C2=NNC(=NCc3ccccc3)SC2)c1C	23	15	11µM*	-37%	?	-20%
CCc1ccc(C(N)=S)cc1	-5	11	-8%	36%[activator]	4%	-1%
Cc1c(C(c2ccc(F)cc2)c2c(O)c3ccccc3oc2=O)c(=O)n(-c2ccccc2)n1C (stereo unspecified)	-5	-2	-11%&6%	45%[activator]	?	12%
Cc1cccc(CCN2CCN=C2Nc2ccccc2)c1	.	.	-4%	?	?	.
CS(=O)(=O)N1CCN(Cc2ccc([N+](=O)[O-])cc2)CC1	-17	-1	1%	13%	3%	1%
O=C(CS(=O)(=O)c1ccccc1Cl)N1CCOCC1	5	-2	3%	28%	112%[activator]	.
O=C(NCCc1ccc(Cl)cc1)C1CCN(S(=O)(=O)c2cccs2)CC1	17	14	4%	?	.	0%
O=C(CSc1ccc(Br)cc1)NCC(c1cccs1)N1CCOCC1 (stereo unspecified)	.	.	3%	-3%	-10%	.
Cc1ccc2onc(CC(=O)O)c2c1	10	-2	-9%	12%	8%	-6%
CC(=O)N1CN(CCCn2ccnc2)Cc2c1sc1c2CCCC1	-7	-3	0%	.	?	-1%
CCOC(=O)COc1cc(-n2c(=S)[nH]c3cc(OC)c(OC)cc3c2=O)c(Cl)cc1Cl	-20	18	-1%	127%[activator]	43%[activator]	-14%
CCOc1ccc(-c2c(C(=O)N/N=C(\C)c3ccco3)nnn2-c2nonc2N)cc1	-10	-2	-14%	4%	32%[activator]	-1%
Cc1ccc(S(=O)(=O)N2CCN(c3ccc(S(=O)(=O)N4CCOCC4)cn3)CC2)cc1	3	-4	9%	-24%	.	7%
Cc1ccc(-n2nc(C)c(C3(O)C(=O)N(C(C)C)c4ccccc43)c2N)cc1 (stereo unspecified)	-9	-1	-11%	42%[activator]	6%	3%
COc1ccccc1C(=O)N/C(=C/c1ccco1)C(=O)Nc1cccc(C(=O)O)c1	9	-3	50µM*	374%[activator]	14%	-13%
COC(=O)N(C)c1ccccc1C(=O)N1CCOCC1	-17	-2	0%	39%[activator]	-8%	1%
Cc1nc(NC(=O)c2c(-c3ccccc3)noc2C)sc1C(=O)N(C)C	-6	9	-5%	-25%	24%	.
O=c1[nH]c(CN2CCN(S(=O)(=O)/C=C/c3ccccc3)CC2)nc2ccccc12	26	1	-9%	?	?	-12%
CC(OC(=O)CCc1nc2ccccc2c(=O)[nH]1)C(=O)c1ccc(Br)cc1 (stereo unspecified)	0	-4	-11%	37%[activator]	7%	6%
CC(=O)Nc1ccc(NC(=O)c2ccc(NS(=O)(=O)c3cc(C(C)(C)C)ccc3C)cc2)cc1	-7	-1	2%	5%	?	0%
Cc1cc(C)cc(OCC(=O)OC(C)C(=O)Nc2ccc(Cl)cn2)c1 (stereo unspecified)	.	.	3%	9%	-22%	.
CCCc1nc(SCC(=O)c2ccc(F)cc2)c2ccccc2n1	-12	5	5%	?	-17%	-1%
CCc1ccccc1OCC(=O)Nc1cccc(S(=O)(=O)NCc2ccco2)c1	.	.	?	?	?	.
COc1ccc2[nH]c(=O)c(CN(C(=O)NC3CCCCC3)C3CCCC3)cc2c1	-5	-6	-2%	?	3%	0%
Cc1ccc(SCC(=O)Nc2ccccc2N2CCOCC2)cc1	4	4	4%	?	-12%	.
C=CCN1C(=O)c2ccc(C(=O)N(CCC)CC(=O)Nc3ccccc3C)cc2C1=O	.	.	-1%	18%	57%[activator]	.
COc1cc(-c2nnc(SCc3cccnc3)n2C)cc(OC)c1O	-8	-2	0%	?	0%	-5%
O=C(Cc1ccccc1)NNS(=O)(=O)c1ccc([N+](=O)[O-])cc1	-2	-4	-6%	?	-1%	-3%
Cc1cccc(C)c1OCC(O)CN(Cc1ccccc1O)C1CCCCC1 (stereo unspecified)	22	-2	-8%	0.26µM*	0.26µM*	2%
CC1CCC(N2CCN(c3ncccn3)CC2)C1 (stereo unspecified)	-6	-1	-15%	?	.	-7%
COc1cc(/C=N/NC(=O)c2ccccn2)ccc1OC(=O)c1ccc(Br)cc1	41	25*	0%	14%	46%[activator]	10%
Cc1ccc(NC(=O)Cn2c(CCC(=O)O)ccc2-c2ccc(Cl)cc2)cc1	29	2	?	?	-19%	5%
Cc1cc(C)nc(OC(C(=O)O)C(OCCC(C)C)(c2ccccc2)c2ccccc2)n1 (stereo unspecified)	-3	-4	-4%	-49%	13%	7%
CC(=O)Cc1nsc(NC(=O)c2ccc(COc3ccc(C)cc3)o2)n1	-10	4	?	-16%	0%	15%
Cc1ccc(/C(O)=C2/C(=O)C(=O)N(CCN3CCOCC3)C2c2cccs2)cc1 (stereo unspecified)	20	11*	-16%	-11%	1%	5%
Cc1cccc(C(CC(=O)N2CCCC2)c2ccccc2)c1O (stereo unspecified)	-6	-4	8%	-10%	-7%	2%
CCn1c(SCC(=O)NC2CCCC2)nnc1C(C)C	-2	-1	3%	32%[activator]	-5%	-3%
CCN1CCN(c2sc(S(C)(=O)=O)nc2S(=O)(=O)c2ccc(C)cc2)CC1	20	-2	1%	?	-18%	.
Cc1ccccc1NC(=O)CSc1nc(COc2ccccc2)nc2ccccc12	-9	3	15%	?	?	2%
COc1cc(C=O)ccc1OCc1cccc(Br)c1	70*	47*	5%	-11%	50%[activator]	-1%
CN(Cc1ccccc1NC(=O)c1ccc(S(=O)(=O)N(C)C)cc1)C1CCCCC1	-15	-2	18%	?	?	-5%
CCOC(=O)c1cccc(NC(=O)CSc2nnc(-c3ccoc3C)n2CCOC)c1	9	9.2*	-29%	1.2µM*	0%	8%
CCC(=O)Nc1ccc(C(=O)Nc2ccc(Br)cc2F)cc1	17	12	9%	?	49%[activator]	3%
Cc1cccc2c(C(=O)O)cc(-c3cccnc3)nc12	-12	-1	4%	-21%	-6%	8%
CC(C)CCNC(=O)COc1ccc(N(C)S(=O)(=O)c2ccc(F)cc2)cc1	-8	8	1%	-20%	-43%	0%
C(=N\Nc1ccc2nncn2n1)/c1ccccn1	13	6	20%	9.3µM*	-75%	14µM*
Cc1ccc(CN2C(=O)CCC2C(=O)NC2CCCC2)cc1 (stereo unspecified)	5	-1	2%	-11%	9%	3%
COCCn1nnnc1C(c1ccc(C(F)(F)F)cc1)N1CCOCC1 (stereo unspecified)	15	-4	5%	63%[activator]	-12%	5%
Cc1ccc(-n2nnnc2SCC(=O)Nc2cccnc2Cl)cc1	-3	-1	-16%	26%	13%	3%
CSc1nc2ccccc2n1Cc1cccc([N+](=O)[O-])c1	-20	-4	-6%	?	?	-4%
CCOCCCn1c(=NC(=O)c2cccs2)c(C#N)cc2c(=O)n3ccccc3nc21	12	1	-13%	10µM*	4.7µM*	-7%
New compounds follow.
SMILES	Shiga toxin inh	Cycloheximide cs	Sm TGR inh	Pf growth 96h	Pf growth 48h	FBPA Giardia inh
Cc1ccccc1N/N=C/c1sc(=O)n(Cc2cccc(C(=O)O)c2)c1Cl	1	7	10µM*	?	?	8%
Cc1ccc(Sc2ncccc2C(=O)N(C)Cc2cccs2)c(C)c1	-7	6	2%	?	?	-1%
COC(CNC(=O)Cn1nc(Cc2ccncc2)c2ccccc2c1=O)OC	-5	-3	-1%	31%[activator]	?	-2%
COc1cc(C2NC(=O)NC(C)=C2C(C)=O)cc(OC)c1OC (stereo unspecified)	-6	3	6%	0%	33%	1%
CCOC(=O)c1ccc(N=C2C(=S)N(c3ccc(C(=O)OCC)cc3)C(=N)N2/N=C/c2ccccc2)cc1	33*	12	-14%	10µM*	?	0%
COc1ccc(S(=O)(=O)N2CCC(C(=O)NCc3cccc(OC)c3)CC2)cc1	-6	-1	0%	24%	-13%	13%
CCOc1ccc(C(=O)Nc2ccccc2C(=O)O)cc1	28	13	.	?	28%	?
COc1ccc(C(=O)Nc2ccc(S(=O)(=O)Nc3nccc(C)n3)cc2)cc1[N+](=O)[O-]	.	-2	2%	-81%	0%	-9%
O=C(OCC(=O)c1c[nH]c2ccccc12)c1cc(Br)ccc1O	76	21	-1%	-24%	0%	-3%
COC(=O)c1ccc(COc2ncnc3ccccc23)o1	-5	-9	-12%	15%	-4%	-1%
NC(Cc1ccccc1)C(=O)N1CCCCC1 (stereo unspecified)	13	5	-7%	-38%	4%	-3%
COc1ccc(NC(=O)CC(C(=O)O)N2CCCCC2)cc1 (stereo unspecified)	-16	-3	4%	.	19%	-5%
O=C(c1cc2cc(Cl)ccc2oc1=O)N1CCN(c2ccccn2)CC1	.	1	-2%	?	-4%	-5%
COc1ccc(-c2cc(C(F)(F)F)n3nc(C(=O)O)cc3n2)cc1OC	-11	-3	-14%[11.4 µM]	?	.	-9%
C[C@@H]1NCCc2cc(O)c(O)cc21	.	.	45µM*	0%	2%	-29%[21.7 µM]
Cc1c(Cl)cccc1NC(=O)CCC(=O)c1cccs1	15	14	5%	34%[activator]	27%	1%
COc1ccc(-c2ccccc2NC(=O)C2CCCN(Cc3ccco3)C2)cc1 (stereo unspecified)	-7	-2	-4%	?	-9%	.
COc1ccc(OC)c(NC(=O)C(=O)/C=C(\O)c2cc(OC)ccc2OC)c1	-6	-3	3%	.	1%	-8%
COc1cccc(C(=O)NC2CC3CCCC(C2)N3Cc2ccc(C)cc2)c1 (stereo unspecified)	-11	-1	2%	?	?	23%
O=C(O)CCSc1nc2ccc(Br)cc2[nH]1	22	-2	2%	?	?	-2%

Given in markdown: 3 of the compounds above.
| SMILES | Shiga toxin inh | Cycloheximide cs | Sm TGR inh | Pf growth 96h | Pf growth 48h | FBPA Giardia inh |
| --- | --- | --- | --- | --- | --- | --- |
| COc1ccc(-c2cc(C(F)(F)F)n3nc(C(=O)O)cc3n2)cc1OC | -11 | -3 | -14%[11.4 µM] | ? | . | -9% |
| C[C@@H]1NCCc2cc(O)c(O)cc21 | . | . | 45µM* | 0% | 2% | -29%[21.7 µM] |
| Cc1c(Cl)cccc1NC(=O)CCC(=O)c1cccs1 | 15 | 14 | 5% | 34%[activator] | 27% | 1% |
